Epigenetic reg: Quantitative High-Throughput Screen for Regulators of Epigenetic Control. Potency, µM (doses to about 53.9 µM), inactives show at the highest dose GFP activation, actives largely listed as activators. AID 1865, 2009. murine LDR cells, GFP reporter derepression, 30 h. actives 0.2% (n = 280,000); active = well fitted activation curve with a large enough effect; inconclusive = small, poorly fitted or top-dose-only effect; note: % of control where 0% means no effect; nearly all actives have a fitted effect of over 60% in size
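Derepression of a silenced CMV-GFP reporter in murine LDR cells is scored by enumerating GFP-positive cells with a laser-scanning microplate cytometer after 30 hours of treatment at 37 C.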
Lamin A splicing: qHTS Assay for Modulators of Lamin A Splicing; HeLa LMNA splicing GFP/RFP minigene ratio, 48 h; Potency, µM (titrated, usually from 46.1 µM), without a hit: at the top dose ratio change, negative = inhibition, most hits filed as inhibitors; actives 0.01% (n = 200,000); AID 1487, 2009; active = well fitted inhibition curve with a large enough effect in the signal ratio, with a control signal flat, not every such curve was filed as active; inconclusive = small, poorly fitted or top-dose-only effect, or effect the other way, or a change in a side signal; the % refers to the signal ratio; note: % is set by controls: 0 for no effect and ±100 for the full control effect
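Read-out is the ratio of GFP to DsRed2 object intensity, acquired by 488 nm laser-scanning cytometry on HeLa lamin A-EGFP minigene reporter cells. Compound incubation 48 hrs at 37 °C in Opti-MEM with 2% FBS; DMSO 0.5% final.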
Numbers without * were called inactive; ? = inconclusive; [ ] = dose if it differs, or a comment. Potency is the fitted concentration of half-maximal effect. A portion of the library, so the mix of outcomes need not match the whole.

SMILES	Epigenetic reg	Lamin A splicing
O=C(Nc1ccc2nc(SCC(=O)N3CCCC3)sc2c1)c1ccccc1F	0.0%	?
CCCCNC(=O)Cn1c(=O)cc(C)c2c(C)nn(-c3cccc(Cl)c3C)c21	1.1%	5%[46 µM]
Cc1cccc(OCCSc2nnc(-c3cccs3)o2)c1	0.0%	9%[46 µM]
Cc1ccc(-n2ncc(C(=O)NCCc3ccsc3)c2C2CCN(C(=O)OC(C)(C)C)CC2)cc1C	-1.3%	-3%[46 µM]
COc1ccc(Nc2ncnc3c2nc2n3CCCC2)cc1Cl	-1.2%	?
Cc1cc(C)cc(OCC(=O)Nc2ccc(-c3nc4ccccc4s3)cc2)c1	-1.6%	-3%[46 µM]
CCN(C(=O)CN1C(=O)c2ccccc2Sc2ccc(C(=O)OC)cc21)c1cccc(C)c1	-1.7%	?
COc1ccccc1OC(C)C(=O)NCC1(N2CCOCC2)CCCCC1 (stereo unspecified)	-0.8%	-19%[46 µM]
COc1ccc(NC(=O)N(C(C)C)C2CCN(C(C)=O)CC2)c(OC)c1	0.5%	2%[46 µM]
Cc1ccc(N2CCN(S(=O)(=O)c3ccc4[nH]c5c(c4c3)CCCCC5)CC2)c(C)c1	0.2%	-22%[46 µM]
Fc1ccc2ncc3c(-c4ccccc4)n[nH]c3c2c1	-2.4%	6%[46 µM]
Cc1ccc(CNS(=O)(=O)c2ccc(-c3cnc(C4CC4)o3)cc2)cc1	-4.2%	1%[46 µM]
Cc1cc(C)cc(N2C(=O)CSC23C(=O)N(CC(=O)NC2CCCCC2)c2ccccc23)c1 (stereo unspecified)	-1.3%	8%[46 µM]
Cc1cc(Nc2ccc(F)cc2)nc(-n2nc(C)cc2C)n1	0.8%	-8%[46 µM]
COc1ccc(NC(=O)c2c(NCc3cccs3)sc3c2CCCCC3)cc1	-1.1%	?
O=C(Nc1ccc(SC(F)F)cc1)c1cc(-c2ccc3c(c2)OCCO3)on1	-0.8%	-3%[46 µM]
COc1ccc(C2C(C(=O)Nc3ccccc3OC)=C(C)Nc3c(C(=O)Nc4ccccc4)cnn32)c(OC)c1 (stereo unspecified)	0.0%	?
COc1ccccc1NC(=O)CSc1nnc(-c2nonc2NC(C)=O)n1-c1ccccc1	-3.2%	14%[46 µM]
Cc1ccc(Nc2c3c(nc4nc(-c5cccs5)nn24)CCCC3)cc1F	0.0%	?
c1ccc(CNc2ncnc3[nH]ncc23)cc1	3.1%	?
COC(=O)c1ccc(NC(=O)CCc2c(C)nn(-c3ccc(N4CCCC4)nn3)c2C)cc1	1.5%	17%[46 µM]
CCN1CCN(C(c2cccc(F)c2)c2c(O)cc(C)n(CCOC)c2=O)CC1 (stereo unspecified)	2.1%	?
COCCNC(=O)c1sc2nc3n(c(=O)c2c1C)CCC3	0.0%	15%[46 µM]
O=C(Nc1nc2c(F)cccc2s1)c1ccc(S(=O)(=O)N2CCOCC2)cc1	-1.1%	?
Cc1cccc(CSc2nc3cccnc3n2Cc2ccc(C(=O)NCc3ccco3)cc2)c1	-1.2%	20%[46 µM]

The list goes on.
SMILES	Epigenetic reg	Lamin A splicing
CCc1cccc(N2C(=O)CS(=O)(=O)C23C(=O)N(Cc2ccccc2)c2ccc(C)cc23)c1 (stereo unspecified)	-0.2%	6%[46 µM]
COc1ccc(CC(=O)Nc2ccc(-c3nc4ccccc4s3)c(C)c2)cc1OC	14%	2%[46 µM]
CCOc1ccc(C(=O)c2oc3ccccc3c2NC(=O)c2cc(-c3ccc(Cl)cc3)on2)cc1	-1.6%	8%[46 µM]
O=C(CSc1nccn1Cc1ccccc1)NCc1ccco1	0.0%	-14%[46 µM]
Cc1cc(C)n(C(C)CC(=O)NCc2ccc(N(C)C)cc2)n1 (stereo unspecified)	0.0%	?
CCOC(=O)c1ccc(NC(=O)c2cc3c([nH]c2=O)CC(c2ccccc2)CC3=O)cc1 (stereo unspecified)	-2.8%	15%[46 µM]
Cc1ccc(C)c(N2CCN(C(=O)CN3C(=O)CSc4c3c(C)nn4-c3ccccc3)CC2)c1	1.1%	?
Cc1cccc(-n2ccnc2SCC(=O)Nc2ccccc2C(F)(F)F)c1	0.0%	-13%[46 µM]
CCOc1ccc(OCC)c(NC(=O)C2CCN(c3cnccn3)CC2)c1	-3.2%	?
COc1cccc(NC(=O)C2CCCN2S(=O)(=O)c2ccc3nc(-c4ccccc4)[nH]c3c2)c1 (stereo unspecified)	1.4%	?
Cc1cc(C)c(NC(=O)CN2c3ccccc3S(=O)(=O)c3ccccc32)c(C)c1	2.9%	16%[46 µM]
COc1cc(OC)cc(C(=O)Nc2ccc(S(=O)(=O)N3CCCCC3c3cccnc3)cc2)c1 (stereo unspecified)	0.0%	15%[46 µM]
CN(C)CCN(Cc1ccco1)C(=O)c1oc2ccccc2c1NC(=O)c1ccccc1	-0.2%	-7%[46 µM]
CCOC(=O)c1c(S(=O)(=O)N2CCC(C(=O)Nc3ccc(F)cc3F)CC2)c(C)n(C)c1C	-1.3%	12%[46 µM]
CCOC(=O)c1ccc(OC(=O)c2cn(-c3ccc(C)cc3)c(=O)c3ccccc23)cc1	0.0%	?
CCOC(=O)c1c(C)[nH]c(C)c1S(=O)(=O)N(C)CC(=O)NCc1ccc(Cl)cc1	-1.1%	3%[46 µM]
CCc1ccc(NC(=O)CSc2nc3c(sc4ccccc43)c(=O)n2CCN(CC)CC)cc1	?	?
COc1ccccc1N1CCN(C(CNC(=O)C(=O)NCc2cccnc2)c2cccnc2)CC1 (stereo unspecified)	8.5%	?
CC(=O)N1c2ccccc2CC1C(=O)N1CCN(c2ccccc2)CC1 (stereo unspecified)	0.6%	-4%[46 µM]
CC1CCCN(S(=O)(=O)c2cc(C(=O)NCc3ccccc3Cl)n(C)c2)C1 (stereo unspecified)	0.0%	-1%[46 µM]
CC(=O)N1CCCc2cc(S(=O)(=O)N(Cc3ccccc3)C(C)C)ccc21	1.4%	?
CC(C)(C)OC(=O)N1CCC(c2c(C(=O)NCc3ccccn3)cnn2-c2ccccc2Cl)CC1	-1.3%	7%[46 µM]
CC1CCN(C(=O)CCS(=O)(=O)c2cc3c(cc2Cl)NC(=O)CO3)CC1	2.5%	?
CCC(Oc1ccccc1)C(=O)Nc1ccc2oc(-c3ccc(OC)cc3)nc2c1 (stereo unspecified)	0.0%	-5%[46 µM]
COC(=O)c1c(-c2ccc(Cl)cc2)noc1N1CCN(c2ccc(F)cc2)CC1	-1.6%	?

Continuation.
SMILES	Epigenetic reg	Lamin A splicing
CC(C)c1ccc(NC(=O)c2cc(S(=O)(=O)N3CCc4ccccc4C3)ccc2F)cc1	0.1%	?
O=C(COc1ccccc1F)OCc1cc(=O)n2nc(-c3cccs3)sc2n1	0.0%	?
Cc1nn(C)c2c1c(-c1ccccc1)cc(=O)n2Cc1ccccc1C#N	0.8%	9%[46 µM]
O=C(CSc1nc2c([nH]c3ccccc32)c(=O)n1-c1ccc(Cl)cc1)NCC1CCCO1 (stereo unspecified)	2.2%	6%[46 µM]
CC(=O)Nc1nonc1-c1nnc(SCc2ccccc2)n1C	-3.2%	7%[46 µM]
O=C(CC1N=C2c3ccccc3N=C(SCc3ccccc3Cl)N2C1=O)NC1CCCCC1 (stereo unspecified)	-0.2%	?
Cc1ccn2c(=O)cc(COc3ccc(NC(=O)COc4ccc(Cl)cc4)cc3)nc2c1	-2.7%	4%[46 µM]
Cc1ccc(C)c(N2CCN(C(=O)Cn3c(-c4cccs4)cc4ccccc43)CC2)c1	0.0%	?
Cc1cccc(Cn2cccc2CNS(=O)(=O)c2ccccc2F)c1	-0.9%	11%[46 µM]
Cc1c(NC(=O)c2ccccc2)cc(C(C)C)c(O)c1S(=O)(=O)c1ccc(Cl)cc1	-0.8%	-21%[46 µM]
CSc1ncc(C(=O)Nc2cc(C)cc(C)c2)c(-c2ccccc2)n1	9.5%	?
COc1ccc(-c2c(C)nn3c(C(F)(F)F)cc(C)nc23)cc1OC	-0.9%	?
COc1ccc(N2CCN(C(=O)CCn3cnc4onc(-c5ccc(F)cc5)c4c3=O)CC2)cc1	-2.1%	-8%[46 µM]
Cc1ccccc1CNC(=O)C(=O)NCC(c1ccco1)S(=O)(=O)c1cccs1 (stereo unspecified)	4.9%	?
Cc1ccccc1NC(=O)CSc1nc2ccc(NC(=O)c3cccs3)cc2s1	1.6%	?
Cc1cccc(N2CCN(C(=O)c3c(C)oc4ncnc(N5CCOCC5)c34)CC2)c1C	-0.2%	-2%[46 µM]
O=C(Nc1ccc(Br)cc1F)C1CCN(c2nc3ccccc3[nH]2)CC1	-3.1%	?
COc1ccccc1NC(=O)c1sc2nc(-c3cc4ccccc4oc3=O)[nH]c(=O)c2c1C	0.0%	23%[46 µM]
COc1ccc(C)cc1NC(=O)c1oc2ccc(S(=O)(=O)N3CCOCC3)cc2c1C	4.5%	9%[46 µM]
CC(=O)N1c2ccc(S(=O)(=O)N3CCN(c4ccc(C)cc4C)CC3)cc2CC1C (stereo unspecified)	-0.4%	10%[46 µM]
CCOc1ccccc1NC(=O)c1cc(S(=O)(=O)NC2CCCC2)ccc1F	0.6%	?
Cc1ccc(-n2nnnc2CNC(=O)C(C)C)cc1C	1.6%	-3%[46 µM]
CCOc1ccccc1NC(=O)CSc1nc2c([nH]c3ccccc32)c(=O)n1-c1ccccc1	2.2%	21%[46 µM]
COc1ccc(CNC(=O)C2CCN(S(=O)(=O)c3cccc4nonc34)CC2)cc1OC	-0.5%	-2%[46 µM]
COc1cccc(CNCc2cccn2-c2nnc(N3CCN(c4ccccc4)CC3)s2)c1	-1.3%	-18%[46 µM]

Further entries:
SMILES	Epigenetic reg	Lamin A splicing
Cc1ccc(C)c(N2CCN(C(=O)Cn3c(=O)c4cccn4c4ccc(F)cc43)CC2)c1	1.7%	-11%[46 µM]
O=C(COc1ccccc1)Nc1ccccc1OCc1cc(=O)n2ccccc2n1	-4.0%	?
CCOc1ccccc1CNC(=O)c1ccc2nc(CCc3ccccc3)oc2c1	0.0%	-5%[46 µM]
COc1ccc(CNC(=O)c2cc3c(=O)n(Cc4ccco4)ccc3nc2C)cc1	0.8%	?
Cc1ccc(Nc2nc(C)cc(C)n2)c(C(=O)O)c1	0.0%	11%[46 µM]
Cc1nn(-c2ccccc2)c2c1N(CC(=O)N1CCN(c3ccccc3F)CC1)C(=O)CS2	2.5%	-9%[46 µM]
O=C(CCc1ccccc1)NC1CC(=O)N(c2cccc(F)c2)C1 (stereo unspecified)	8.5%	27%[46 µM]
Cc1cc(C)cc(NC(=O)CSc2nc(=O)n(Cc3ccccn3)c3c2CCC3)c1	-1.2%	-9%[46 µM]
O=C(Nc1c2c(nn1-c1ccc(Cl)cc1)CS(=O)(=O)C2)c1ccc(Br)cc1	0.5%	-20%[46 µM]
COc1ccc(S(=O)(=O)NCCc2sc(-c3ccccc3)nc2C)cc1F	0.0%	-5%[46 µM]
CCCc1nn2c(=O)cc(COC(=O)c3cccc(NC(=O)CCc4ccccc4)c3)nc2s1	6.9%	-8%[46 µM]
COc1ccccc1NC(=O)CCNS(=O)(=O)c1ccc2c(c1)CCCC(=O)N2	-1.3%	4%[46 µM]
COc1ccc(NC(=O)CSc2nnc(-c3ccc(OC)cc3)s2)cc1	0.0%	-16%[46 µM]
CCn1c(SCC(=O)N2CCC(C)CC2)nnc1-c1ccccc1O	-1.1%	?
CSc1cccc(N2C(=O)N(Cc3ccc([N+](=O)[O-])cc3)c3ccccc3S2(=O)=O)c1	-1.3%	-1%[46 µM]

Structural class: the entries above with an NH in an aromatic ring.
SMILES	Epigenetic reg	Lamin A splicing
Cc1ccc(N2CCN(S(=O)(=O)c3ccc4[nH]c5c(c4c3)CCCCC5)CC2)c(C)c1	0.2%	-22%[46 µM]
Fc1ccc2ncc3c(-c4ccccc4)n[nH]c3c2c1	-2.4%	6%[46 µM]
c1ccc(CNc2ncnc3[nH]ncc23)cc1	3.1%	?
CCOC(=O)c1ccc(NC(=O)c2cc3c([nH]c2=O)CC(c2ccccc2)CC3=O)cc1 (stereo unspecified)	-2.8%	15%[46 µM]
COc1cccc(NC(=O)C2CCCN2S(=O)(=O)c2ccc3nc(-c4ccccc4)[nH]c3c2)c1 (stereo unspecified)	1.4%	?
CCOC(=O)c1c(C)[nH]c(C)c1S(=O)(=O)N(C)CC(=O)NCc1ccc(Cl)cc1	-1.1%	3%[46 µM]
O=C(CSc1nc2c([nH]c3ccccc32)c(=O)n1-c1ccc(Cl)cc1)NCC1CCCO1 (stereo unspecified)	2.2%	6%[46 µM]
O=C(Nc1ccc(Br)cc1F)C1CCN(c2nc3ccccc3[nH]2)CC1	-3.1%	?
COc1ccccc1NC(=O)c1sc2nc(-c3cc4ccccc4oc3=O)[nH]c(=O)c2c1C	0.0%	23%[46 µM]
CCOc1ccccc1NC(=O)CSc1nc2c([nH]c3ccccc32)c(=O)n1-c1ccccc1	2.2%	21%[46 µM]

High-throughput results: PubChem, National Center for Advancing Translational Sciences (NCATS)
